sdo1 growth = growth rescue of sdo1-depleted yeast, primary screen, S. cerevisiae, bone marrow failure model; S. cerevisiae sdo1-depleted JHY4D growth rescue, OD600 30 h; hits give high values; pdr5 snq2 efflux-pump mutant strain; z-score at 10 µM; 140,000 compounds, 0.21% hits;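 active means z-score above 3 at both the 24 hr and the 30 hr optical density reads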;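 further: z-score against mean and SD of all compound wells on the same plate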
Insulin prom inh = inhibitors of insulin promoter-driven GFP, primary screen, imaging, TRM-6 cells (human fetal islet line), eGFP reporter, cell count; reporter expression induced with tamoxifen; inhibition, % at 2 µM; 130,000 compounds, 0.9% hits; AID 1273, 2008;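 active means inhibition above the mean plus 3 SD, with well images judged a real hit on visual review, cut at about 60% in these data, passing the limit was not always enough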
sdo1 growth Rescue 24 h = further read-out of sdo1 growth, marked with its call; z-score; S. cerevisiae sdo1-depleted JHY4D growth rescue, OD600; measured here: growth rescue at 24 h;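 0 is the plate mean of compound wells and units are plate SD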
* = called active by the depositor; / = not tested or not shown.

SMILES	sdo1 growth	sdo1 growth Rescue 24 h	Insulin prom inh
Cc1cc(NC(=O)C2CC2)ncc1NC(=O)C12CC3CC(CC(C3)C1)C2	-2.3	-1.7	/
CCCCCCOC(=O)CCc1c(C)nc(N)[nH]c1=O	0.37	-0.07	-3
CCOC(=O)C1CCCN(C(=O)c2ccc3c(c2)NC(=O)C(N2CCOCC2)S3)C1 (stereo not given)	0.95	0.05	-100
O=C(c1ccc(Cl)cc1)N1C2C=CC(C2)C1(C(F)(F)F)C(F)(F)F (stereo not given)	0.86	0.84	-36
O=C(O)CCCNC(=O)CC1S/C(=N/N=C/c2ccccc2O)NC1=O (stereo not given)	/	/	36
O=C(CSc1ccc(Cl)cc1)N1CCN(c2ncc(C(F)(F)F)cc2Cl)CC1	-1.7	-0.91	-45
CC(C)CNC(=O)COC(=O)c1cc(Cl)cc(Cl)c1N	-0.03	0.32	-16
Cn1c(-c2ccc(Cl)cc2)ccc(C#N)c1=O	-1.4	-0.83	-19
Cc1ccc(C(C(=O)NC2CCCC2)N(Cc2cccnc2)C(=O)c2snc(C(N)=O)c2N)o1 (stereo not given)	0.56	0.16	/
Cc1cc(N2CCN(S(=O)(=O)c3ccc(C)c(C)c3)CC2)c2ccccc2n1	-0.43	-0.2	-15
COC(=O)CSc1nnc(-c2ccc(S(=O)(=O)N3CCC(C)CC3)cc2)o1	-1.2	-0.85	/
CCOc1ccccc1Nc1nc2ccccc2n1C(C)C	/	/	0
O=C(NCCCCCNC(=O)c1ccco1)c1ccco1	0.28	1.4	/
Cc1nn(-c2ccccc2)c(N2CCCC2)c1/C=N/O	-0.21	-0.18	53
CCOc1ccc(C(=O)NCC(=O)OCc2cc([N+](=O)[O-])cc3c2OCOC3)cc1OCC	/	/	27
CCc1ccc2[nH]c(=O)c(CN(Cc3ccco3)S(=O)(=O)c3ccc4c(c3)OCCO4)cc2c1	-0.7	-0.77	67
Cc1cccc(N(CC(=O)NCc2ccc3c(c2)OCO3)C(=O)CCC(=O)Nc2ccccn2)c1C	-0.34	-1.5	/
Cc1ccc(NS(=O)(=O)c2cc(OCC(N)=O)c(C)cc2Cl)cc1	2	1.7	0
CCOC(=O)c1cnc(SCC(=O)c2ccc(Cl)cc2)nc1N	-0.82	-1.2	-30
CC(C)(C)n1ncc2c(=O)n(CC(=O)N3CCCc4ccccc43)cnc21	0.08	-0.22	-36
Cc1cccc(N(C(=O)CNC(=O)c2ccco2)C(C(=O)NC2CCCC2)c2cccnc2)c1 (stereo not given)	0.52	-0.38	/
CCOC(=O)c1cc(C#N)c(Oc2ccccc2OC)nc1-c1ccccc1	-0.9	-1	19
Cc1sc(-c2ccccn2)nc1OC(=O)c1ccc(Cl)c(Cl)c1	-0.61	0.18	-48
COc1cccc2c3c(c(C)nc12)CC(C)O3 (stereo not given)	-0.04	-0.91	70
CC1Oc2ccccc2C=C1/C=C1/SC(N2CCOCC2)=NC1=O (stereo not given)	0.44	0.82	13
COc1cc(OC)cc(C(=O)N2CCN(C3CCN(Cc4ccccc4)CC3)CC2)c1	1.4	2	-14
O=C(O)C1Cc2ccccc2CN1C(=O)CSc1nnc2ccccn12 (stereo not given)	/	/	27
CCCOc1ccc(C2C(C(=O)c3ccco3)=C(O)C(=O)N2CCN2CCOCC2)cc1OC (stereo not given)	0.42	0.55	-6
Cc1nc2ccccc2n1CC(O)COCC1CC=CCC1 (stereo not given)	0.32	0.1	-14
CCc1ccc(C(=O)COC(=O)c2ccc(-c3nnc(-c4ccccc4)o3)cc2)cc1	0.29	-0.13	7

Seven compounds drawn at random from those above, as already listed:
SMILES	sdo1 growth	sdo1 growth Rescue 24 h	Insulin prom inh
Cc1ccc(NS(=O)(=O)c2cc(OCC(N)=O)c(C)cc2Cl)cc1	2	1.7	0
Cc1nc2ccccc2n1CC(O)COCC1CC=CCC1 (stereo not given)	0.32	0.1	-14
CCOC(=O)c1cc(C#N)c(Oc2ccccc2OC)nc1-c1ccccc1	-0.9	-1	19
Cc1sc(-c2ccccn2)nc1OC(=O)c1ccc(Cl)c(Cl)c1	-0.61	0.18	-48
COc1cc(OC)cc(C(=O)N2CCN(C3CCN(Cc4ccccc4)CC3)CC2)c1	1.4	2	-14
COc1cccc2c3c(c(C)nc12)CC(C)O3 (stereo not given)	-0.04	-0.91	70
CCc1ccc(C(=O)COC(=O)c2ccc(-c3nnc(-c4ccccc4)o3)cc2)cc1	0.29	-0.13	7

Single records, from the list above. Screens in order: sdo1 growth | sdo1 growth Rescue 24 h | Insulin prom inh
Cc1ccc(NS(=O)(=O)c2cc(OCC(N)=O)c(C)cc2Cl)cc1 is listed with 2 | 1.7 | 0
CCCOc1ccc(C2C(C(=O)c3ccco3)=C(O)C(=O)N2CCN2CCOCC2)cc1OC (stereo not given) is listed with 0.42 | 0.55 | -6
Cc1cccc(N(CC(=O)NCc2ccc3c(c2)OCO3)C(=O)CCC(=O)Nc2ccccn2)c1C is listed with -0.34 | -1.5 | /

More structures:
SMILES	sdo1 growth	sdo1 growth Rescue 24 h	Insulin prom inh
COCCn1c(SCc2nc3sc(C(=O)OC)c(C)c3c(=O)[nH]2)nc2ccccc21	-1	0.13	0
COc1cccc(N2CCN(C(=O)c3c(C)nn(-c4ccccc4)c3C)CC2)c1	/	/	-58
CCc1ccc2c(c1)c(N=NC1=NC(=O)CS1)c(O)n2CC	-0.03	-0.65	-7
Cc1nc(Oc2ccccc2)c2oc3ccccc3c2n1	-1.4	-0.65	29
CN1C(=O)c2cccc(NC(=O)Cc3ccccc3)c2C1=O	-0.21	-0.65	/
CCOC(=O)/C(=N\Nc1ccc(OC)cc1)c1csc(Nc2ccccc2)n1	-0.97	-1.5	40
CCOCCCNC(=O)C(NC(=O)c1cnccn1)c1ccc(C)cc1 (stereo not given)	1.6	1.4	-23
CCCCN(C(=O)Cn1nnc2ccccc21)C(C(=O)NCCOC)c1cccs1 (stereo not given)	-0.05	-0.41	-200
N=C1CCCN1CC(=O)c1cccs1	/	/	14
O=C(Nc1cccc(C(F)(F)F)c1)c1cccnc1N1CCOCC1	0.2	-0.78	-93
CCn1c(N2CCN(C(=O)C34CC5CC(CC(C5)C3)C4)CC2)nc2ccccc21	-1.8	-1.5	-100
Cc1ccc(Cn2cc(SCC(=O)Nc3nccs3)c3ccccc32)cc1	-0.59	-0.68	/
CCC(CC)C(=O)c1c[nH]c(C(=O)NCCc2ccccn2)c1	1.2	-0.13	/
Cc1ccc(-c2cc(C(=O)N/N=C/c3c(C)nn(-c4ccccc4)c3C)[nH]n2)cc1	-1.3	-1.5	-10
O=C(Nc1ccc(F)c([N+](=O)[O-])c1)C1CC(=O)N(Cc2ccccc2)C1 (stereo not given)	/	/	-100
CC(C)c1ccc2c(c1)C(c1ccc(N3CCOCC3)cc1)=NNC(c1cccs1)=N2	-1.3	-0.02	21
O=C(Oc1cccnc1)c1cc(S(=O)(=O)N2CCCCC2)ccc1Cl	-0.28	-0.26	/
Cc1cccc2cc(CN(Cc3cccs3)C(=S)NCC3CCCO3)c(=O)[nH]c12 (stereo not given)	-1.1	-0.5	-24
Cc1cc(NC(=O)CN2CCCC(C)C2)no1 (stereo not given)	/	/	31
Cc1ccc(C(C(=O)NC2CCCCC2)N(CCC(C)C)C(=O)CNC(=O)c2ccco2)o1 (stereo not given)	0.03	-0.02	-3
Cn1nc(CC(=O)NCCN2C(=O)CSC2=O)c2ccccc2c1=O	0.17	-0.74	/
Cc1ccc(S(=O)(=O)N2CCOCC2)cc1C(=O)NC(=S)N(Cc1ccccc1)C(C)C	-0.04	-0.28	14
COc1ccc(S(=O)(=O)N2CCCCCC2)cc1NC(=O)Cc1cc(OC)c(OC)c(OC)c1	-0.76	-1.1	-69
CCN(CC)S(=O)(=O)c1ccc2oc(C(=O)NC(C)C)c(C)c2c1	-0.58	-0.71	9
O=Nc1c(O)n(Cc2cccc(Cl)c2)c2ccccc12	-1.8	-0.77	-131
O=C(COc1cccc2c1CCN(Cc1ccc(Br)cc1)C2=O)NCc1ccco1	-1.8	-1.6	/
Cc1ccc2oc(=O)c3cnn(CC(=O)NCCN(C)C)c3c2c1	0.62	0.39	/
Cc1oc(C(=O)O)cc1COc1cccc2cccnc12	1.3	0.74	-62
Cc1nc(N2CCOCC2)nc(N2CCN(c3ccccc3)CC2)c1[N+](=O)[O-]	-1.2	-1.2	-3
NC(=O)CNC(=O)[C@@H]1CC2(CC(c3ccc(Cl)cc3)=NO2)CN1C(=O)c1ccc(Br)cc1 (stereo not given in full)	0.88	-0.38	/

The list goes on, starting with the last 7 of the part before.
SMILES	sdo1 growth	sdo1 growth Rescue 24 h	Insulin prom inh
CCN(CC)S(=O)(=O)c1ccc2oc(C(=O)NC(C)C)c(C)c2c1	-0.58	-0.71	9
O=Nc1c(O)n(Cc2cccc(Cl)c2)c2ccccc12	-1.8	-0.77	-131
O=C(COc1cccc2c1CCN(Cc1ccc(Br)cc1)C2=O)NCc1ccco1	-1.8	-1.6	/
Cc1ccc2oc(=O)c3cnn(CC(=O)NCCN(C)C)c3c2c1	0.62	0.39	/
Cc1oc(C(=O)O)cc1COc1cccc2cccnc12	1.3	0.74	-62
Cc1nc(N2CCOCC2)nc(N2CCN(c3ccccc3)CC2)c1[N+](=O)[O-]	-1.2	-1.2	-3
NC(=O)CNC(=O)[C@@H]1CC2(CC(c3ccc(Cl)cc3)=NO2)CN1C(=O)c1ccc(Br)cc1 (stereo not given in full)	0.88	-0.38	/
Cc1cc2n(n1)C(c1cn(-c3ccccc3)nc1C)Nc1ccccc1-2 (stereo not given)	-0.93	-0.39	/
Cn1c(C(=O)NCCN2CCc3ccccc3C2)cc2c(=O)n(C)c3ccccc3c21	-0.33	-0.57	/
CCCCOc1cccc(C2(C(=O)O)CCCC2)c1	-0.82	-1.7	-29
Cc1ccc(CNC(=O)Cn2c(=O)c3sccc3n(Cc3ccc([N+](=O)[O-])cc3)c2=O)cc1	-0.14	0.79	-30
CNC(=S)NNC(=O)c1sccc1OCc1ccc(Cl)cc1Cl	-0.75	-0.39	/
Cc1ccccc1-c1nc(CS(=O)(=O)CC(=O)NCCCN2CCCC2=O)c(C)o1	0.34	-0.08	-129
O=C(C1CCCN(Cc2cccc(F)c2)C1)N1CCCCC1 (stereo not given)	-0.43	1.8	-39
COCC(=O)n1nc(-c2ccc(Cl)cc2)nc1NCc1ccc(F)cc1	-0.34	0.31	-53
CCOC(=O)N1CCC(c2nc(C)sc2C(=O)O)CC1	0.45	0.66	-39
O=C(Nc1ccc2c(c1)OCCO2)NC12CC3CC(CC(C3)C1)C2	-0.74	0.1	15
Cn1c(SCC(=O)N2c3ccccc3Sc3ccc(Cl)cc32)nnc1-c1ccco1	-2.1	-1.5	0
COc1ccc(C2C=C(c3ccc(Br)s3)Nc3ncnn32)cc1OC (stereo not given)	-1.5	-0.96	/
Cc1[nH]c2ccccc2c1C(=O)CSc1ccc(F)cc1	-0.91	-1	-47
Cc1ccc2c(c1)N(Cc1ccc3c(c1)OCO3)C(=O)C(C)O2 (stereo not given)	-0.48	-0.51	31
CC1CCCC(C)N1C(=O)Nc1cccc(Cl)c1 (stereo not given)	0.43	0.41	/
Cc1ccc(-c2nnc(SCC(=O)N3CCCc4ccccc43)n2N)cc1	1.3	1.2	9
CCOc1ccc(NC(=O)c2cccnc2Cl)c([N+](=O)[O-])c1	-1.2	-1.3	/
C/C(=N\NC(=O)c1ccc(CSc2cccc3cccnc23)cc1)C1CCCCC1	-2	-1.6	-33
CC(=O)Nc1ccc(N2CCCCC2)cc1	0.33	-0.1	-6
CNc1nc(Sc2cccc(C(F)(F)F)c2)cc(C(F)(F)F)n1	-0.45	-0.3	3
C=CCn1c(SCC(=O)NCc2ccco2)nc2sc3c(c2c1=O)CCC3	0.04	0.12	/
Cc1nc2cccc(C(=O)NCc3ccccc3)c2o1	0	-0.28	-7
COc1ccc(N2CCN(C(=O)CC(NC(N)=O)c3cccc(Oc4ccccc4)c3)CC2)cc1 (stereo not given)	-0.26	-0.45	/
COc1cccc(CSc2nc3sc(C)c(C)c3c(=O)n2Cc2ccco2)c1	0.35	0.19	-23
O=S(=O)(NCC1NCCc2ccccc21)c1ccccc1 (stereo not given)	/	/	9
COCCCNC(=O)CNC(=S)N(Cc1ccccc1)Cc1cccnc1	/	/	15
Cc1ccc2c(CC(=O)O)coc2c1	-0.07	-0.67	3
CCC1(C)N(O)C(C)(C)C(c2ccc(OC)cc2)=[N+]1[O-] (stereo not given)	1	0.75	29
CCn1cc(C(=O)C(F)(F)F)c2ccccc21	-0.41	-0.97	-29
FC(F)(F)c1cc(-c2ccco2)nc(N2CCN(c3ccccc3)CC2)n1	-1.5	-1.2	-123
COc1ccccc1-n1cnc2cc(C(=O)NCCCN3CCOCC3)ccc21	0.52	0.89	/
O=C(CCNc1cc(Cl)cc(Cl)c1)c1ccco1	-2	-1.1	20
COc1ccc(N2C(=O)C3CCCN3C2=O)cc1 (stereo not given)	0.83	0.25	50
CCN(CC(=O)Nc1ccccc1OC)CC(=O)Nc1ccccc1C(F)(F)F	/	/	-67
CCOC(=O)CC(=O)CSc1nnc2sc3ccccc3n12	0.44	0.5	/
Cc1ccccc1-c1n[nH]c(=S)o1	-0.03	-0.42	/
Brc1ccc(-c2ccc(/C=N/Nc3nc(N4CCOCC4)nc(N4CCOCC4)n3)o2)cc1	/	/	-67
COc1ccc(CN2CC(=O)N(c3ccc(C)c(C)c3)C2=S)cc1OC	/	/	-92
O=C(C1CC1)N1N=C2CCCCC2C1(O)C(F)(F)F (stereo not given)	/	/	22
CCc1ccc2c(c1)cc(CN(C(=S)Nc1cccc(C)c1)C1CC1)c1nnnn12	0.57	1.9	33
CN1CCN(C(=O)Cn2c(=O)oc3cc(S(=O)(=O)NCc4ccccc4)ccc32)CC1	-0.24	-0.53	/
COc1ccc(CCNC(=O)c2ccn[nH]2)cc1OC	0.76	1.3	38

High-throughput results deposited in PubChem by several laboratories.
